12-LOX inh – Primary qHTS assay for inhibitors of human arachidonate 12S-lipoxygenase (ALOX12): Round 2; actives 1.1% (n = 580,000); Potency, µM (top dose mostly 108 µM), without a hit: at the highest dose activity change, negative = inhibition, hits mostly inhibitors; purified 12hLO, xylenol orange hydroperoxide absorbance; active means well fitted inhibition curve with a large enough effect; inconclusive means small, poorly fitted or top-dose-only effect, or another doubt; inactive means no such curve, though single readings can be large or run the other way
Target sequence (P18054 whole entry, looked up): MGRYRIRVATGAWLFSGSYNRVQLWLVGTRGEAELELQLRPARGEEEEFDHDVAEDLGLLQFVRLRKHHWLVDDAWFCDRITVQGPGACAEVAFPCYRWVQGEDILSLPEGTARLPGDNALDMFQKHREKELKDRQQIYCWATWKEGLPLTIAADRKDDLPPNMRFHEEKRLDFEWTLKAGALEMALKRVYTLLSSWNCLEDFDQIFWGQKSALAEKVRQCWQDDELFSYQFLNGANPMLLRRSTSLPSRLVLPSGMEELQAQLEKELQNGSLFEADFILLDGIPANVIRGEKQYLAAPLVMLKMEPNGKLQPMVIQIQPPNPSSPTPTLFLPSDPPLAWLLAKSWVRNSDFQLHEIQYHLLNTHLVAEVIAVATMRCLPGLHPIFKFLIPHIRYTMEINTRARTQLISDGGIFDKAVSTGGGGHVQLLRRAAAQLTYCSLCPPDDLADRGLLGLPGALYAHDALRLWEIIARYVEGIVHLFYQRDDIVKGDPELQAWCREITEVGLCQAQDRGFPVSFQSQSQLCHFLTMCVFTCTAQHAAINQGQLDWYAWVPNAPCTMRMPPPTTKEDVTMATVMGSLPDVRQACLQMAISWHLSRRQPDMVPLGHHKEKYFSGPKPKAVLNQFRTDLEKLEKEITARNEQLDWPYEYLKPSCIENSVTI
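Purified human 12hLO at 150 nM in 25 mM Hepes, 0.01% Triton X-100, pH 7.0, preincubated 15 min at room temperature with compound. Reaction started with 40 uM arachidonic acid, 30 min at room temperature. Hydroperoxide measured by Fe-xylenol orange, 573/405 nm absorbance ratio.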
An asterisk follows results filed as active; ? = inconclusive; & = joins results of further samples; [ ] = another dose, or the depositor's remark. On the % scale 0 is the no-effect control and ±100 the full control effect; potency means the concentration at half of the fitted maximal effect.

SMILES	12-LOX inh
COc1ccc(CC2CN(C(=O)c3ccsc3)CCO2)cc1 (stereo unspecified)	-9.7%
Cc1ccc(-c2nc(CC(=O)NCc3ccc(Cl)cc3)cs2)o1	?
C/C(=N\NC(=O)CCC(=O)NCc1ccccc1)c1ccc(Cl)cc1	27.4%
CCCn1nc(C(=O)Nc2ncc(Cc3ccc(Cl)cc3)s2)ccc1=O	-5.3%
COc1ccc(-c2c(C)c3ccc(OC(C)=O)cc3oc2=O)cc1	-15.6%
Cn1c(NCCc2ccccc2)nc2c1c(=O)n(Cc1ccc(Cl)c(Cl)c1)c(=O)n2C	?
CCOc1ccc(C(=O)NC2CCCN(c3cc(-c4ccccc4)[nH]n3)C2)cc1OCC (stereo unspecified)	33.9%[activator]
Cc1ccc(S(=O)(=O)N2CCCN(C(=O)c3cncn3-c3ccccc3)CC2)cc1	7.4%
CC(C)C[C@H]1CN(CCCC[C@H]2CNC(=O)C(=O)N2CCc2ccccc2)C(=O)C(=O)N1CCc1ccccc1	?
Cc1noc(-c2ccccc2[N+](=O)[O-])c1-c1ccccc1[N+](=O)[O-]	-17.5%
O=C(NCc1ccc(F)cc1)c1cc(Br)cn2ccnc12	24.4%&14.1%
COP(=O)(OC)c1nc(Cc2cccc3ccccc23)oc1NCc1ccc2c(c1)OCO2	?
O=[S+]1([O-])NC2(CCCN(Cc3c(F)cccc3Cl)C2)COc2ccccc21 (stereo unspecified)	?
CCOc1ccccc1NC(=O)CN1C(=O)NC(c2ccccc2OCC)C2=C1COC2=O (stereo unspecified)	17.0%
Clc1c(/C=N/Nc2ccccc2)sc2ccccc12	?
Cc1csc(CNC(=O)c2ccc3nc[nH]c3c2)n1	27.7%
FC(F)(F)c1ccc(-c2noc([C@@H]3Cc4nc[nH]c4CN3CC3CCCCC3)n2)cc1	104.0%[activator][176 µM]
COc1cccc(NC(=O)Cc2c[nH]c3ncc(-c4ccccc4C)cc23)c1	-5.5%[176 µM]
CCN1CCN(C(=O)c2cn(Cc3ccccc3)nc2-c2ccc(C)c(C)c2)CC1	?
Cc1ccc(C(=O)N2[C@@H]3CC[C@H]2CC(NC(=O)c2ccncc2)C3)s1 (stereo partly specified)	28.0%
CC(Sc1nc(C(F)(F)F)nc2ccccc12)C(=O)Nc1ccc(N(C)C)cc1 (stereo unspecified)	-1.3%
CCOC(=O)c1ccoc1COC(=O)c1[nH]c(C)c(C(=O)OC)c1C	-19.6%
O=C(NCCc1ccccn1)c1ccnc(-c2nnc3ccc(Nc4ccccc4)nn23)c1	38.8%[176 µM]
c1ccc2c(c1)nc1n2[C@@H](CNCc2nccs2)COC1	36.4%[activator][176 µM]
CN(C)c1ccc(C(=O)N2CCC3(CC2)N=C(c2cccc(Br)c2)NO3)cc1	2.9%
Cc1noc2c(NC3CCOCC3)cc(-c3ccsc3)nc12	-2.0%[176 µM]
O=C(NC12CC3CC(CC(C3)C1)C2)C1CCCc2ccccc21 (stereo unspecified)	11.0%
CC1CCC(C(=O)NC(C(=O)O)C(C)C)CC1 (stereo unspecified)	?
CCN1C(=O)COc2ccc(NC(=O)c3oc4cc(C)cc(C)c4c3C)cc21	14.4%
CC(C)c1ccc(CN2CC(CN[S+](=O)([O-])c3ccccc3)C3(C2)CN(c2ccccc2)C3)cc1 (stereo unspecified)	?
COC[C@@H]1CN(C(=O)c2nccc3ccccc23)C[C@H]1c1ccncc1	36.2%[activator]
COCCOCc1nc(C2CCCN2C(=O)NC2CCCCC2)no1 (stereo unspecified)	25.7%
O=C(Cc1ccc(OC(F)(F)F)cc1)N1CC2CC(C1)[C@H]1CCCC(=O)N1C2 (stereo partly specified)	-17.7%
COc1ccc(C2Cn3cnc(-c4nc(-c5ccc(SC)cc5)no4)c3CO2)cc1 (stereo unspecified)	11.0%
O=C(c1cc2ccccc2oc1=O)N(Cc1ccc(Cl)cc1)C1CCS(=O)(=O)C1 (stereo unspecified)	-1.1%
Cc1nc(-c2cccnc2)ncc1C(=O)N1CCC2(CC1)CC(=O)N(C)C2	17.9%
COc1ccc(-c2ccnc(N[C@H]3CO[C@H]4[C@@H]3OC[C@H]4OC(=O)Nc3cccc4ccccc34)n2)cc1	12.3%
Cc1cccc2c(C(=O)O)cc(-c3ccccn3)nc12	24.0%&32.9%
COCCNC(=O)CCCN1C(=O)COc2ccc(C(=O)COc3cc(C)cc(C)c3)cc21	5.0%
CCC(C)(CC)C(O)(C#CC[N+]1(Cc2ccccc2)CCCCC1)c1ccccc1 (stereo unspecified)	1.4%
COc1ccc(CCNC(=O)C2CCCN(c3ccc4nnc(C(F)(F)F)n4n3)C2)cc1 (stereo unspecified)	?
CCn1nc(C(=O)OCC(=O)Nc2ccc(Cl)c(C(F)(F)F)c2)c2ccccc2c1=O	?
COc1cccc(-c2cc3c(Nc4cccc(NS(C)(=O)=O)c4)nccc3n2C)c1	?
COc1ccc(CC(=O)Nc2ccc3n(c2=O)C[C@H]2C[C@@H]3CN(C(=O)c3ccc(-c4ccccc4)cc3)C2)cc1	13.0%
CCn1nc(C(=O)OCc2cc(=O)oc3cc(O)ccc23)c2ccccc2c1=O	6.5%
Cc1cc(C)c(NC(=O)C2CCN(c3cnc4ccccc4n3)CC2)c(C)c1	?
Cc1ccc(C(NC(=O)Cc2n[nH]c(=O)c3ccccc23)C2CC2)cc1 (stereo unspecified)	-29.0%
COc1ccc2cc(CN3CCC(N(C)C)C3)c(-c3cccc(C)c3)nc2c1 (stereo unspecified)	31.6%
O=C(CCNC(=O)c1cnccn1)NC1CCCc2c1[nH]c1ccc(Cl)cc21 (stereo unspecified)	19.9%
O=C(c1ccc2[nH]ccc2c1)N1CCC(N2CC(OCC3CC3)C23CCOCC3)CC1 (stereo unspecified)	34.5%
Further structures:
SMILES	12-LOX inh
O=C(NCCc1ccccc1)c1ccc(CN2C(=O)NC3(CCOCC3)C2=O)cc1	19.7%
COc1ccc(Nc2nc(N3CCN(c4ccc(F)cc4)CC3)nc3c2cnn3C)cc1	-57.2%
O=C1NC2(CCN(CC3CCCCC3)CC2)COc2ccccc21	63.1µM*
COc1cccc(C(=O)/C(C#N)=C\c2ccccc2C(F)(F)F)c1	39.8µM*
COc1cc(C#N)ccc1OCc1ccc(F)cc1Br	14.7%
CCC(C)N(CCCNC(=O)Cn1nc(Cc2cccnc2)c2ccccc2c1=O)Cc1ccco1 (stereo unspecified)	4.8%
COc1ccc(CN2CCC(N3Cc4ccccc4C3=O)CC2)cc1	?
COCCn1c(N2CCN(Cc3c(Cl)cccc3Cl)CC2)nc2c1c(=O)[nH]c(=O)n2C	-6.6%
COC1/C=C\OC2(C)Oc3c(C)c(O)c4c(c3C2=O)C2(C=C(NC(=O)/C(C)=C\C=C/C(C)C(O)C(C)C(O)C(C)C(OC(C)=O)C1C)C4=O)OCC(=O)O2 (stereo unspecified)	5.01µM*
COc1ccc(-c2noc(-c3nc(C)no3)n2)cc1OC	4.7%
Cc1ccc(NC(=O)CSc2nc3ccccc3c(=O)n2CCn2cc(Cl)cn2)cc1	5.2%
CCCC(=O)n1ccn(S(=O)(=O)c2ccc(C)cc2)c1=O	?
COCc1cn([C@H]2CO[C@H]3[C@@H]2OC[C@H]3OC(=O)Nc2cccc(C#N)c2)nn1	0.3%[176 µM]
CN1CCN(c2cc(=O)c3ccnc(-c4ccc([S+](C)(=O)[O-])cc4)c3o2)CC1	?
COCCNc1nc2c(c(=O)n(C)c(=O)n2C)n1Cc1cc(OC)ccc1Cl	19.2%
CN(C)C[C@@H]1CN(c2ccncn2)C[C@H]1NC(=O)c1ccc2ccccc2n1	30.1%[activator]
CCn1c2c(c(=O)n1Cc1ccccc1)CCN(C(=O)CCc1ccccn1)C2	?
COc1ccc(-c2nn(-c3ccccc3C)cc2CN2CCCC(C)(O)C2)cc1F (stereo unspecified)	-13.2%
CCN(CC)c1ccc(NC(=O)c2cc3ccc(OC)cc3[nH]2)cc1	?
O=C(NCc1ccc(F)cc1)C1CCc2nnc(C3CCN(C(=O)C4CC4)CC3)n21 (stereo unspecified)	0.1%[6.33 µM]
CSc1nnc(-c2ccccc2NC(=O)c2cccc(S(=O)(=O)N3CCCCC3)c2)o1	?
COc1ccc(-c2c(C(F)(F)F)oc3cc(OS(C)(=O)=O)ccc3c2=O)cc1OC	-6.9%
CCN1CCCC2(Cc3ccccc3CN(C(=O)CCC(=O)O)C2)C1 (stereo unspecified)	2.3%[6.33 µM]
O=C(Cn1nc2c(cc1=O)CCCCC2)NCCc1cccc(F)c1	21.0%
Cc1nc(CN2CCN(C(=O)CC3(c4ccccc4Cl)CC(=O)N(C)C3=O)CC2)cs1 (stereo unspecified)	7.3%
Cc1ccc(-c2cc(=O)c3cc(F)ccc3o2)cc1	?
CCOc1ccc(NS(=O)(=O)c2ccc3c(c2)N(CC(=O)OC)C(=O)CS3)cc1	9.2%
Cn1nccc1OCc1cn2c(=O)n(C)cc(-c3ccc(F)cc3)c2n1	-37.5%[176 µM]
O=C(CCn1nnc(-c2ccccc2)n1)N1CCCC2(CCNCC2)CC1	9.4%
Clc1ccc(Sc2nc(-c3ccccc3)cs2)cc1	-29.5%

Shown in CSV form: 16 of the compounds above.
molecule,12-LOX inh
COCc1cn([C@H]2CO[C@H]3[C@@H]2OC[C@H]3OC(=O)Nc2cccc(C#N)c2)nn1,0.3%[176 µM]
CN1CCN(c2cc(=O)c3ccnc(-c4ccc([S+](C)(=O)[O-])cc4)c3o2)CC1,?
COCCNc1nc2c(c(=O)n(C)c(=O)n2C)n1Cc1cc(OC)ccc1Cl,19.2%
CN(C)C[C@@H]1CN(c2ccncn2)C[C@H]1NC(=O)c1ccc2ccccc2n1,30.1%[activator]
CCn1c2c(c(=O)n1Cc1ccccc1)CCN(C(=O)CCc1ccccn1)C2,?
COc1ccc(-c2nn(-c3ccccc3C)cc2CN2CCCC(C)(O)C2)cc1F (stereo unspecified),-13.2%
CCN(CC)c1ccc(NC(=O)c2cc3ccc(OC)cc3[nH]2)cc1,?
O=C(NCc1ccc(F)cc1)C1CCc2nnc(C3CCN(C(=O)C4CC4)CC3)n21 (stereo unspecified),0.1%[6.33 µM]
CSc1nnc(-c2ccccc2NC(=O)c2cccc(S(=O)(=O)N3CCCCC3)c2)o1,?
COc1ccc(-c2c(C(F)(F)F)oc3cc(OS(C)(=O)=O)ccc3c2=O)cc1OC,-6.9%
CCN1CCCC2(Cc3ccccc3CN(C(=O)CCC(=O)O)C2)C1 (stereo unspecified),2.3%[6.33 µM]
O=C(Cn1nc2c(cc1=O)CCCCC2)NCCc1cccc(F)c1,21.0%
Cc1nc(CN2CCN(C(=O)CC3(c4ccccc4Cl)CC(=O)N(C)C3=O)CC2)cs1 (stereo unspecified),7.3%
Cc1ccc(-c2cc(=O)c3cc(F)ccc3o2)cc1,?
CCOc1ccc(NS(=O)(=O)c2ccc3c(c2)N(CC(=O)OC)C(=O)CS3)cc1,9.2%
Cn1nccc1OCc1cn2c(=O)n(C)cc(-c3ccc(F)cc3)c2n1,-37.5%[176 µM]

Next entries
SMILES	12-LOX inh
O=C(Nc1cccc(F)c1)C1CCN(C(=O)c2ncn3c2COC(c2ccccc2)C3)CC1 (stereo unspecified)	-6.6%
O=C(Nc1cccc(F)c1)C(=O)c1c[nH]c2ccccc12	-20.7%
Cc1ccc(-c2nn(CC(=O)NC3CC3)c(=O)c3ccccc23)cc1	57.0%[activator]
COc1ccccc1C(O)c1nc(Nc2ccncc2)n[nH]1 (stereo unspecified)	39.6%[activator][176 µM]
COC(=O)c1ccc2nc(-c3cccc(Cl)c3)c(Cc3cccc(F)c3)n2c1	?
Cc1ccc(NC(=O)Cn2ccn3nc4c(c3c2=O)CCCC4)cc1Cl	14.8%
O=C(Nc1ccccc1)C1CCN(C(=O)N2CC3CC(C2)[C@H]2CCCC(=O)N2C3)CC1 (stereo partly specified)	23.1%
CCOC(=O)COc1ccc2c(=O)c(-c3ccc(OC)cc3)c(C)oc2c1	11.7%
C=CCOc1nc2c(c(=O)n(C)c(=O)n2C)n1Cc1cccc(Br)c1	?
C=CCNC(=O)N(C)Cc1ccc(C(N)=O)cc1	16.5%
Cn1ncc2c(-c3ccc([S+](C)(=O)[O-])cc3)cc(C(=O)N3CCCC3)nc21	2.1%[6.33 µM]
COCc1noc(Cn2ncc(N(C)CCc3ccccc3)cc2=O)n1	0.2%
CCCCc1c(-c2ccccc2OC)ncn1Cc1ccc(OC)cc1	1.8%
CC(C)c1noc(C2CCCN2S(=O)(=O)N2CCCCCC2)n1 (stereo unspecified)	12.2%
O=C(Nc1ccccc1)N1CCCN(CCc2ccncc2)CC1	79.6%[activator]
CC(=O)Nc1nc2c(s1)C[C@@H]1[C@](C)(CO)[C@H](O)CC[C@@]1(C)[C@@H]2CC(=O)NC1CC1	?
O=C(NC1CCCN(c2cc(-c3ccc(F)cc3)[nH]n2)C1)c1ccccc1Br (stereo unspecified)	35.6%[activator]
CNC(=O)NC[C@H]1CCN(Cc2scnc2C)C[C@H]1N(C)C	37.6%[activator]
CCOc1ccc(NC(=O)N2CCC(CC(=O)NCc3ccccc3)C2)cc1 (stereo unspecified)	48.8%[activator]
COc1ccc(C(=O)N2CCC3(CC2)Cc2ccccc2NC3=O)cc1	104.6%[activator]
COc1cccc(C(=O)N2CCC3(CC2)N=C(c2ccc(Br)cc2)NO3)c1	-23.4%
CCOCCCNC(=O)C(NC(=O)c1ccc(CC)cc1)C(C)C (stereo unspecified)	0.7%
COc1ccc(OC)c(C(=O)c2oc3ccc(NC(=O)C(C)(C)C)cc3c2C)c1	?
CC(=O)C1=C(OC(=O)c2ccc(F)cc2)c2ccccc2S(=O)(=O)N1C(C)C	?
CC(C)C(C(=O)NCc1ccccc1)N1CCN(CCN2CCOCC2)CC1 (stereo unspecified)	-2.2%
CCOCCCNC(=O)/C=C/c1ccc(-c2ccc(F)cc2)s1	4.5%
Cc1ccc([C@@H]2CN(c3cc(N4CCC(O)CC4)ncn3)C[C@H]2N(C)C)cc1	0.2%
CCOC(=O)c1noc2nc(C)n(CC(=O)Nc3cc(C)ccc3OC)c(=O)c12	9.2%

Not all compounds are listed (hit frequency here may not be typical).
